Compound activity deposited in PubChem BioAssay by several laboratories.
LAP4-GFP MLPCN = modulators of LAP4-GFP expression in yeast, primary screen, S. cerevisiae, multiplex flow cytometry, MLPCN library; 3 h; median GFP as percent of DMSO wells; GFP response vs DMSO, % at 10 µM; 320,000 tested, 0.34% active; AID 2023, 2009;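 active = GFP response vs DMSO above a set limit, about the screen mean plus 3 SD, cut at about 150% in these data; inconclusive = under 70 cell events counted for the yeast strain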
RPL19A-GFP yeast = RPL19A-GFP expression modulators in yeast, primary screen, cell-based, S. cerevisiae, multiplex flow cytometry, MLPCN; 330,000 tested, 0.3% active; percent response vs DMSO, % at 10 µM; S. cerevisiae RPL19A-GFP strain, 3 h; stronger effect = lower value;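 active = percent response vs DMSO below 50%; inconclusive = fewer than 70 events counted for the yeast strain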;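 note: median channel GFP fluorescence of the barcoded RPL19A-GFP strain; ratio of sample median GFP to plate DMSO average so 100% = DMSO; lower means less RPL19A-GFP as with rapamycin TOR inhibition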
MEP2 TOR yeast = modulators of MEP2-GFP levels in yeast, primary screen, S. cerevisiae, multiplex flow cytometry, MLPCN library; S. cerevisiae MEP2-GFP strain, 3 h; 100% = DMSO control level; GFP response vs DMSO, % at 10 µM; 330,000 tested, 0.51% active; AID 2016, 2009;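 active = GFP response versus DMSO above a set limit, roughly screen mean plus 3 SD, cut at about 180% in these data; inconclusive = fewer than 70 cells counted for a yeast strain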;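 note: median GFP fluorescence of the barcode-gated MEP2-GFP cells per well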
GASC-1 inh = inhibitors of GASC-1 histone demethylase, primary screen, biochemical, fluorescence, DELFIA europium | AID 2099, 2009 | inhibition, % at 2.35 µM | GST-JMJD2C(1-420) H3K9me3 demethylation | Lysine-specific demethylase 4C (Homo sapiens), Q9H3R0 | 330,000 tested, 0.069% active;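 active = more than half of a compound's replicate wells show inhibition beyond 50%, single wells judged on their own value; inconclusive = some, but no more than half, of replicates pass 50% inhibition; inactive = no replicate passes 50% inhibition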;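 note: signal counts dimethyl H3K9 product captured on neutravidin plate; 0% = median of DMSO wells and 100% = 0.3 times that DMSO median; strong numbers were not always called active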
Target sequence (Q9H3R0 1-420 limits assumed): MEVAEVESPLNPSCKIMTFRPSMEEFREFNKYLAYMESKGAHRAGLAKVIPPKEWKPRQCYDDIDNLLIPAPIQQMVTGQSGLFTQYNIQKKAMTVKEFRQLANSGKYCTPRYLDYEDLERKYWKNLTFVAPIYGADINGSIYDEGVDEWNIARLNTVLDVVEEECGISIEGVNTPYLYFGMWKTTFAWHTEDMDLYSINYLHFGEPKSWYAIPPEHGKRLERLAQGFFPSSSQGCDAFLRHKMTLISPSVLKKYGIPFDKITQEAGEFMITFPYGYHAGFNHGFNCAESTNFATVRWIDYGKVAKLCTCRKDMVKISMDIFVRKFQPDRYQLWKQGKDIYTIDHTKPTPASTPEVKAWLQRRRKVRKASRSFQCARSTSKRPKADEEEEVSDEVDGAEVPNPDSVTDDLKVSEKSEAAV
CIT2 TOR yeast = modulators of CIT2-GFP expression in yeast, primary screen, S. cerevisiae, GFP fusion, multiplex flow cytometry, MLPCN library; AID 2029, 2009; GFP response vs DMSO, % at 10 µM; S. cerevisiae CIT2-GFP strain, 3 h; 100 means same as DMSO wells; 320,000 tested, 0.065% active;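 active = GFP response relative to DMSO above a set limit, near the screen mean plus 3 SD, cut at about 150% in these data; inconclusive = Fewer than 70 cells measured for a yeast strain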;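 note: ratio of well median GFP fluorescence to mean of DMSO wells on the plate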
AGP1 TOR yeast = modulators of AGP1-GFP expression in yeast TOR pathway, primary screen, cell-based, multiplex flow cytometry, S. cerevisiae, MLPCN library. 3 h; GFP as percent of DMSO wells. GFP response vs DMSO, % at 10 µM. 320,000 tested, 0.02% active. AID 2066, 2009;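 active = GFP response relative to DMSO above a set limit, near screen average plus 3 SD, cut at about 150% in these data; inconclusive = fewer than 70 cells counted for the yeast strain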;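 note: median GFP channel fluorescence of the gated AGP1 strain per well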
VLA-4 inh = inhibition in human VLA-4 binding assay, primary screen, VLA-4 allosteric modulator project, MLPCN library, flow cytometry, VLA-4 expressing cells; Integrin alpha-4 (Homo sapiens), P13612; ligand binding flow cytometry; inhibition, % (about 7 µM as worked out from the volumes in the protocol); 330,000 tested, 0.2% active; AID 2557, 2010; in the data active = inhibition above about 50%
GRK2 inh = compounds blocking aptamer binding on GRK2 – biochemical, human GRK2, bead flow cytometry, HTS, primary screen | FAM-aptamer displacement from GRK2 | inhibition of aptamer binding, % at 10 µM | 330,000 tested, 0.59% active;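 active = inhibition of aptamer binding above 40%, roughly 3 SD of noise, on plates passing a quality check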;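 note: median bead fluorescence of bound FAM aptamer so fluorescent compounds give negative values; no value below 0 was filed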
Target sequence (P25098 whole entry, looked up): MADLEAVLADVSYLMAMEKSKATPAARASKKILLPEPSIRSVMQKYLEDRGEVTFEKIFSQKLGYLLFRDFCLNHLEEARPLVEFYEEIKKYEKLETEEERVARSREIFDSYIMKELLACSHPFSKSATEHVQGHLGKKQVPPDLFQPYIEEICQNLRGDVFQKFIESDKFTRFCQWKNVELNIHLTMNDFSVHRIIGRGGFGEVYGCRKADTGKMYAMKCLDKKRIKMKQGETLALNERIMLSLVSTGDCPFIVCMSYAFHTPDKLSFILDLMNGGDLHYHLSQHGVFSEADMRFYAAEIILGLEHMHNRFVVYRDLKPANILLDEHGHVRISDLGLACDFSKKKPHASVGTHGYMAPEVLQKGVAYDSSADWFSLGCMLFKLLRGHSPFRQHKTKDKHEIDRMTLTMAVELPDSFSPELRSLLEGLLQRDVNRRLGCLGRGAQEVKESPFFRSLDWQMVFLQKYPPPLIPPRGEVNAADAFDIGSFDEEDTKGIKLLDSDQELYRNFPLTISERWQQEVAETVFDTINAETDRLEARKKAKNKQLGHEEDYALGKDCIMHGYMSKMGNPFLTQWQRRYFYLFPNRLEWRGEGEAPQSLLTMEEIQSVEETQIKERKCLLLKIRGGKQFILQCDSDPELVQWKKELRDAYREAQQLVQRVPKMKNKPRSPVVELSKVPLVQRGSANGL
Starred values were filed as active, the others as inactive; i = inactive; u = inconclusive; x = not tested or not shown; [ ] = remark or other dose.

SMILES	LAP4-GFP MLPCN	RPL19A-GFP yeast	MEP2 TOR yeast	GASC-1 inh	CIT2 TOR yeast	AGP1 TOR yeast	VLA-4 inh	GRK2 inh
Cn1cc2c(=O)n(/N=C/c3ccccc3)cnc2n1	110	101	107	-4	104	102	12	0
CC1CCCCC1NC(=O)C1CCCN1S(=O)(=O)c1cccc2nsnc12 (stereo unspecified)	115	101	110	1	97	106	5	10
Cc1ccc(S(=O)(=O)c2ccccc2)cc1S	119	97	99	25	98	99	13	3
OC1(C#Cc2c(-c3ccsc3)oc3ccc(N4CCOCC4)cc23)CCCCC1	108	101	91	17	84	88	-11	6
COc1cccc(=O)c2c(C)n(CC(=O)c3ccccc3)c(C)c12	100	98	102	1	96	100	-7	3
Cc1c(CN2CCC(n3nccc3NC(=O)c3cccc(F)c3)CC2)cnn1C	86	93	112	6	130	93	-9	0
O=C(O)Cc1ccc2oc(-c3ccccn3)nc2c1	90	109	106	-15	105	104	-10	3
CC(=O)c1ccc(OC(=O)c2ccc(-n3nc(C)cc3C)cc2)cc1	102	102	107	-6	88	92	6	2
COc1ccc(-c2oc3c4c(cc(OC)c3c(=O)c2CC=C(C)C)OC(C)(C)C=C4)c(OC)c1	96	94	105	i	96	97	25	1
Cc1ccc(C)c(-n2c(=O)c(C#N)cc3c(=O)n4ccccc4nc32)c1	107	94	95	6	95	98	-9	2
CCC(C)n1c(=O)c2sccc2n2c(CCCC(=O)N3CCC(C(N)=O)CC3)nnc12 (stereo unspecified)	99	96	102	-4	100	97	4	0
O=C(CN(Cc1cccs1)C(=O)c1csnn1)NC1CCCC1	100	100	101	4	109	105	0	7
CCOC(=O)c1ccc(NC(=S)N2CCC(O)CC2)cc1	99	114	107	-1	107	105	9	0
CC1(c2ccccc2)NC(=O)N(CC(=O)NCc2cccc(Cl)c2)C1=O (stereo unspecified)	103	104	108	19	104	106	8	0
CCCSc1nc2c(cnn2-c2ccccc2)c(=O)n1N	119	95	95	-16	92	102	8	2
CCCCN(C(=O)c1ccc(S(=O)(=O)N(CC)CC)cc1)c1c(N)n(CCC)c(=O)[nH]c1=O	84	96	103	-4	98	96	9	1
Cc1ccc2c(c1)N(CC(=O)N1CCCCCC1)C(=O)CO2	89	93	94	2	x	98	-4	1
CC(=O)Nc1ccc(S(=O)(=O)N2CCN(C(=O)c3ncoc3-c3ccccc3F)CC2)cc1	96	102	104	-3	100	96	2	2
COc1ccc(CCC(=O)Nc2nnc(C)s2)cc1	111	100	105	1	102	104	2	0
O=C(CCS(=O)(=O)c1cccc2nonc12)NCc1ccc(Cl)cc1	107	98	103	-3	102	106	11	6
Cc1ccc(Oc2ccc(OCC(=O)Nc3ccncc3)cc2)cc1	98	98	98	2	108	99	-5	0
Cn1nc(-c2ccccc2)cc1NC(=O)c1cccs1	106	103	99	0	92	99	1	5
Cc1cccc(C(=O)NCCC(=O)N2CCc3ccccc3C2)c1	89	93	98	22	82	94	2	0
CCc1ccc(N2C(=O)Nc3ccc(Br)cc3C2(O)C(=O)NCCN(C)C)cc1 (stereo unspecified)	91	105	92	-4	106	103	2	2
Cc1ccc(NC(=O)c2ccc(COc3ccccc3)o2)nc1	106	100	101	-7	93	82	0	1

Next section
SMILES	LAP4-GFP MLPCN	RPL19A-GFP yeast	MEP2 TOR yeast	GASC-1 inh	CIT2 TOR yeast	AGP1 TOR yeast	VLA-4 inh	GRK2 inh
CCc1ccc(NC(=O)CSc2nc3cc(C(=O)OC)ccc3c(=O)n2CC2CCCO2)cc1 (stereo unspecified)	94	102	108	-4	99	105	-17	1
Cc1ccc(-n2nc3c4c(cccc4c2=O)-c2ccccc2-3)cc1	98	95	97	12	93	86	-2	3
CCC1Sc2ccc(S(=O)(=O)CCC(=O)N3CCc4ccccc43)cc2NC1=O (stereo unspecified)	103	98	99	-1	86	86	5	57*
Cc1ccnc(SCC(=O)N2CCc3ccccc32)n1	103	102	108	-2	111	97	8	0
c1ccc2c(c1)nnn2Cc1nnc2sc(-c3ccc4c(c3)OCCO4)nn12	97	94	99	8	96	87	10	0
COCCN(C(=O)CNC(=O)c1ccco1)C(C(=O)NC1CCCC1)c1cccc(OC)c1 (stereo unspecified)	99	102	102	7	109	102	10	1
COc1ccc2cc(C(=O)N3CCCCCC3)sc(=O)c2c1OC	104	97	104	3	110	100	-1	3
c1ccc(CNc2c3c(nc4ncnn24)CCC3)cc1	101	100	103	1	107	103	-7	0
Nn1c(SCC(=O)Nc2ccc(F)c(F)c2)nnc1C1CCCCC1	108	106	111	26	103	114	-2	0
Cc1ccc(N2CC(C(=O)OCC(=O)C(C)(C)C)CC2=O)cc1C (stereo unspecified)	98	100	94	-2	92	106	-16	1
O=C(CN1C(=O)NC2(CCCCC2)C1=O)Nc1ccc2c(c1)OCCCO2	101	95	106	-8	84	100	6	0
CCOCCCNC(=O)C(NC(=O)Cc1cccs1)c1ccccc1 (stereo unspecified)	120	103	122	0	101	110	-13	3
Cc1ccccc1C(=O)NC1CCCCCCC1	112	106	119	4	101	107	8	1
Cc1cc(C)c2cc(CN(CCCN(C)C)C(=S)NCc3ccccc3)c(=O)[nH]c2c1	97	101	98	7	103	101	18	0
O=C(CSc1nnnn1C1CCCCC1)Nc1ccccc1F	104	110	109	-3	102	102	3	0
O=C(CCC(=O)c1ccc(F)cc1)NN1C(=O)NC2(CCCCC2)C1=O	115	100	103	28	103	117	-7	0
COc1ccccc1N1CCN(CCc2n[nH]c(=S)n2-c2ccccc2)CC1	83[may fluoresce red]	u	93[may fluoresce red]	3	93[may fluoresce red]	u	-3	2
COc1ccc(CNC(=O)CSc2ncnc3ccccc23)cc1OC	99	108	104	-1	101	98	-5	0
Cc1occc1C(=O)N/N=C/c1c(O)ccc2ccccc12	94	97	106	-6	100	94	18	0
COc1ccc(OCc2cc(C(=O)N(C)C3CCOCC3)no2)c2ccccc12	97	100	99	-22	102	98	24	2
CSc1nnnn1CCn1nnnc1SC	96	98	95	34	107	102	-8	4
CCn1c2ccccc2c2cc(NC(=O)COC(=O)c3ccccc3O)ccc21	85	97	94	0	98	94	5	4
COCCNC(=O)c1ccc2c(c1)CCN2S(C)(=O)=O	92	105	104	17	105	111	-6	1
O=C(NCCOC(=O)c1ccc(C(=O)OCCNC(=O)c2cccnc2)s1)c1cccnc1	90	103	99	4	105	102	4	0
CC(C)(C)OC(=O)C[C@H]1C/C=C\C[C@H](CC(=O)N(CCO)Cc2ccccc2)C(=O)N[C@@H](Cc2ccccc2)COC1=O	111	100	100	x	103	103	1	5

3 of the entries above in order of their number in RPL19A-GFP yeast, smallest number first.
compound	RPL19A-GFP yeast
CCn1c2ccccc2c2cc(NC(=O)COC(=O)c3ccccc3O)ccc21	97
COCCNC(=O)c1ccc2c(c1)CCN2S(C)(=O)=O	105
Cc1ccccc1C(=O)NC1CCCCCCC1	106

Next section
SMILES	LAP4-GFP MLPCN	RPL19A-GFP yeast	MEP2 TOR yeast	GASC-1 inh	CIT2 TOR yeast	AGP1 TOR yeast	VLA-4 inh	GRK2 inh
Cc1ccc(N(C(=O)c2csnn2)C(C(=O)NC2CCCC2)c2cccnc2)cc1 (stereo unspecified)	101	101	105	1	101	102	1	5
Cc1sc2ncnc(N3CCC(C(=O)N(C)CC(=O)Nc4ccccc4Cl)CC3)c2c1C	102	102	105	-11	99	103	-4	0
CCc1ccccc1NC(=O)c1cc(S(=O)(=O)N2CCCC2)c[nH]1	97	100	114	13	101	99	0	14
CCN(CC)CCn1c2ccccc2c2nc3ccc([N+](=O)[O-])cc3cc21	x	101	107	-8	x	x	3	15
CC(C)c1ccc(NC(=O)Cn2cccc2C2=NC(c3ccccc3)CO2)cc1 (stereo unspecified)	89	101	103	-4	94	94	4	3
CC1C[N+](=C2C=C(N3CCOCC3)CC(C)(C)C2)CC(C)O1 (stereo unspecified)	99	95	98	-2	87	96	5	0
Cc1cc(Br)c(NC(=O)COC(=O)c2ccc[n+]([O-])c2)c(Br)c1	110	100	101	0	96	106	1	1
O=[N+]([O-])c1cccnc1N1CCCCC1	106	101	103	-5	99	103	5	3
C/C(=N\NC(=O)c1ccccc1)c1ccc(NC(=O)c2cccs2)cc1	104	112	113	4	113	112	8	3
Cc1c(CCOC(=O)CC23CC4CC(CC(C)(C4)C2)C3)sc[n+]1Cc1ccc([N+](=O)[O-])cc1	92	104	103	-10	105	102	-2	0
CCC(C)c1ccc(NC(=O)C2=CC=CN3CCS(=O)(=O)N=C23)cc1 (stereo unspecified)	99	97	97	-6	98	98	6	0
O=C(NC(=S)Nc1ccc([N+](=O)[O-])cc1O)C1CCCCC1	93	102	97	-4	88	87	-3	3
CC1CC(C)CN(S(=O)(=O)c2ccc3c(c2)CC(=O)N3)C1 (stereo unspecified)	97	99	99	-4	97	101	-10	1
COc1ccc(C(=O)CN2CCN(CCN3C(=O)c4cccc5cccc(c45)C3=O)CC2)cc1	90	100	101	17	109	107	2	0
Cc1ccn2c(=O)nc(SCC(=O)N3CCCCC3)nc2c1	112	96	104	-7	92	97	-17	3
Cc1ccc(C(=O)ON=C2CCN(S(=O)(=O)c3ccccc3)CC2)cc1	106	98	100	-6	94	x	3	0
Cc1ccc(-c2noc(CSc3nnc(-c4ccccc4)n3C)n2)cc1	110	97	97	6	92	92	5	0
CCOc1ccc(S(=O)(=O)N2CCCC(C(=O)NCc3cccnc3)C2)cc1C (stereo unspecified)	99	100	95	5	101	103	11	0
CC1CC1C(=O)NCCc1ccc(Cl)cc1 (stereo unspecified)	97	96	105	-104	100	96	2	2
CCCn1c(N)c(N(CCOC)C(=O)CSCC(=O)Nc2ccc(OC)cc2)c(=O)[nH]c1=O	94	88	98	-1	84	90	1	1
CCOC(=O)c1cnc(-n2nc(C)cc2C)nc1NNc1cc(-c2ccccc2)nc(C)n1	124	92	87	-5	102	85	-2	0
CSc1ccc(Cl)c(C(=O)NNC(=O)c2cccs2)c1	98	99	105	-4	96	94	-8	2
O=C(COc1ccc2ccccc2c1)N/N=C/C1CC=CCC1 (stereo unspecified)	104	99	101	-4	97	101	3	2
Cc1cccc(C)c1NC(=O)N1CCCCCCC1	95	87	95	-3	99	88	13	0
O=S(=O)(Nc1cccc(-n2cnnn2)c1)c1ccc(Cl)cc1	105	104	110	-5	104	98	12	0
Cn1c(=O)c2c(nc(Br)n2C/C=N/NC(N)=S)n(C)c1=O	109	100	95	-11	103	113	-14	0
CC(NC(=O)CN1C(=O)NC2(CCCC2)C1=O)c1ccc2ccccc2c1 (stereo unspecified)	103	100	104	x	98	104	5	0
CCCCNC(C(=O)Nc1ccc(Cl)c([N+](=O)[O-])c1)c1ccccc1 (stereo unspecified)	97	101	103	16	97	96	-7	0
CCOc1cc(C2NC(=S)NC(C)=C2C(=O)Nc2ccccc2)ccc1O (stereo unspecified)	94	94	90	4	95	97	6	3

Reformatted: results already given.
Order of values: LAP4-GFP MLPCN | RPL19A-GFP yeast | MEP2 TOR yeast | GASC-1 inh | CIT2 TOR yeast | AGP1 TOR yeast | VLA-4 inh | GRK2 inh
> c1ccc2c(c1)nnn2Cc1nnc2sc(-c3ccc4c(c3)OCCO4)nn12
  97 | 94 | 99 | 8 | 96 | 87 | 10 | 0
> Cc1ccc(NC(=O)c2ccc(COc3ccccc3)o2)nc1
  106 | 100 | 101 | -7 | 93 | 82 | 0 | 1

Hits appear at their usual frequency; overall some 1.7% were active at least once.
